# V1R ag counter: agonists of human V1a receptor, primary screen, counter-screen for OXTR agonist project, fluorescence, CHO-V1R cells. Vasopressin V1a receptor (Homo sapiens), P37288. Fluo-8 calcium fluorescence, agonist mode; 0% DMSO, 100% 3 nM vasopressin. activation, % at 3 µM. hit rate 0.25% among 320,000;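 active = activation above the mean activation of all tested compounds plus 3 SD, per screening run, cut at about 20% in these data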;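 also: signal is peak over basal fluorescence ratio across a 100 second FLIPR read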
# CHO parental Ca: ATP-evoked calcium signal inhibitors, parental CHO, primary screen, counter-screen for OX1R antagonist project, cell-based, fluorescence, Fluo-8 calcium dye. parental CHO-K1, ATP-induced calcium, Fluo-8 fluorescence. inhibition, % at 5.6 µM. hit rate 0.63% among 330,000;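 active = inhibition above that plate's mean sample inhibition plus 3 SD, cut at about 26% in these data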;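 also: 0% = ATP-challenged DMSO wells and 100% = DMSO wells without ATP; some compounds past the cut are filed as inactive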
#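 Assay system – parental CHO cells · Reagent – ATP stimulus · Detection – intracellular calcium via Fluo-8 no-wash fluorescent dye · Evaluation – percent inhibition of ATP-evoked calcium rise, normalized to controls · Controls – ATP wells versus no-ATP DMSO wells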
# CHO-K1 Ca antag: M1 antagonist counterscreen hit in parental CHO-K1 cells; hit rate 0.6% among 360,000; AID 602250; ATP-induced calcium, Fluo-8 fluorescence; inhibition, % at 3 µM;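 active = inhibition above a per-plate cutoff, the plate's mean sample inhibition plus 3 SD, cut at about 24% in these data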;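 also: 0% = DMSO plus EC80 ATP and 100% = DMSO alone without ATP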
# M1 ag parental: counter-screen for M1 agonists: effect in parental CHO-K1 cells; Fluo-8 calcium fluorescence; scaled to maximal ATP response, vehicle zero; activation, % at 3 µM; hit rate 0.48% among 360,000; AID 602248, 2012; in the data active = activation above about 15%;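 also: untransfected CHO-K1 host cells lacking M1 receptor as counterscreen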
# CHO-K1 Ca PAM: nonselective calcium activators in parental CHO-K1 cells, primary screen, counter-screen for M1 PAM project, cell-based, Fluo-8 calcium fluorescence, full deck, 1536-well; ATP EC20; 0% at ATP EC20, 100% at ATP max; activation, % at 3 µM; hit rate 0.02% among 360,000;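 active = activation above the run cutoff, the mean activation of all test compounds plus 3 SD, cut at about 40% in these data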;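 also: peak over basal fluorescence ratio in a 140 s read after ATP addition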
# GPR7 antagonist: GPR7 receptor antagonists, primary screen, cell-based, fluorescence, single concentration. inhibition, % at 4.4 µM. Neuropeptides B/W receptor type 1 (Homo sapiens), P48145. AID 1861, 2009. hit rate 1.1% among 290,000. GPR7-expressing cells, fluorescence antagonist assay; in the data active = inhibition above about 16%, passing the limit was not always enough;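 also: cells stimulated with the agonist NPW; 0% = agonist with vehicle and 100% = vehicle without agonist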
# Target sequence (P48145 whole entry, looked up): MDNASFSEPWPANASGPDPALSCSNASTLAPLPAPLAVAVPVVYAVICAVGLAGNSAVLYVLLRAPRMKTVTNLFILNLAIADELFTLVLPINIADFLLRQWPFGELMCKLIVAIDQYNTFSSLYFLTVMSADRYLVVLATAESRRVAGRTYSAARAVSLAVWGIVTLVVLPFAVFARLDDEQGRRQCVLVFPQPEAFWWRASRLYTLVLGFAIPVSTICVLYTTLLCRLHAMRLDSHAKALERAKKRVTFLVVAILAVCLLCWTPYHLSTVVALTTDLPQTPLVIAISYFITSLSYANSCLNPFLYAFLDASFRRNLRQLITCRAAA
# TAAR1 antag: human TAAR1 antagonists, primary screen, Fluo-8 calcium fluorescence, CHO RD-HGA16 cells. Trace amine-associated receptor 1 (Homo sapiens), Q96RJ0. antagonist. inhibition, % at 3 µM. hit rate 1.5% among 360,000;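 active = inhibition above a per-plate cutoff, the mean inhibition of test compounds on that plate plus 3 SD, cut at about 49% in these data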;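 also: 0% = DMSO plus EC80 beta-PEA response and 100% = DMSO alone without agonist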
# Target sequence (Q96RJ0 whole entry, looked up): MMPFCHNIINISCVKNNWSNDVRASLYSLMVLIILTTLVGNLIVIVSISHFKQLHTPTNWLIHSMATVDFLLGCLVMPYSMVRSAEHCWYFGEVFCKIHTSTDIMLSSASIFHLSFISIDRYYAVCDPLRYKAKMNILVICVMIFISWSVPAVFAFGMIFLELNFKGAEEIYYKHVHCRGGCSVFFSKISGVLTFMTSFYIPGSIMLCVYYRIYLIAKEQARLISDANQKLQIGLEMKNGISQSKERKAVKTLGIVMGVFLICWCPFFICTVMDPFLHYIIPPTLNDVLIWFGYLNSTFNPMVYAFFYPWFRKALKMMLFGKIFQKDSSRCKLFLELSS
#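 Test system – hTAAR1-expressing CHO RD-HGA16 cells, Gα16-coupled · Reagent – β-PEA at EC80 concentration, post-compound challenge · Compound dosing – 3 µM, single point · Timing – 140 s kinetic read after compound, 140 s after agonist · Detection – Fluo-8 intracellular calcium dye fluorescence, real-time kinetic reads · Control set – DMSO and EC80 PEA controls · Repeats – n of 1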
# OXTR agonist: human OXTR agonists, primary screen, fluorescence, CHO-OTR cells, Fluo-8 calcium; AID 2435, 2010; Fluo-8 calcium fluorescence; normalized: DMSO 0%, oxytocin 100%; hit rate 0.32% among 320,000; activation, % at 3 µM; Oxytocin receptor (Homo sapiens), P30559;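 active = activation above the mean of all tested compounds plus 3 SD, cutoff set per screening run, cut at about 20% in these data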;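 also: peak over basal fluorescence ratio from a 100 s FLIPR kinetic read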
# Target sequence (P30559 whole entry, looked up): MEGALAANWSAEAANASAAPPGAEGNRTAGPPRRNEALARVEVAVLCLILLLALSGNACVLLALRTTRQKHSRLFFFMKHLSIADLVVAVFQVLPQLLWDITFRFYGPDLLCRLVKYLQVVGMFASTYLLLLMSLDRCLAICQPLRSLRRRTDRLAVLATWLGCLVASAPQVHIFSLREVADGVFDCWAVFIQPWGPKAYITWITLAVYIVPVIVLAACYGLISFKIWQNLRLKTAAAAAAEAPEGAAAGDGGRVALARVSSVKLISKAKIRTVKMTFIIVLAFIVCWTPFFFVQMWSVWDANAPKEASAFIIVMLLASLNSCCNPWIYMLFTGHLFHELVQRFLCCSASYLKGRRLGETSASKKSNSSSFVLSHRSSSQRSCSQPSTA
# OXTR potentiate: human OXTR potentiators, primary screen, fluorescence, CHO-OTR cells, Fluo-8 calcium | Oxytocin receptor (Homo sapiens), P30559 | Fluo-8 calcium fluorescence, potentiator mode; 0% = oxytocin EC15, 100% = EC100 | AID 2445, 2010 | activation, % at 3 µM | hit rate 0.061% among 320,000;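 active = activation above that plate's cutoff, the mean activation of tested compounds plus 3 SD, cut at about 6.6% in these data, passing the limit was not always enough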;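 also: 100% uses oxytocin at 75 nM as the full agonist control; some results filed as inactive read as strong as hits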
#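 System: human OTR in CHO cells; Also added: sub-maximal oxytocin, roughly EC15; Timing: compound 6 min at room temperature before oxytocin, 100 s read; Technique: Fluo-8 intracellular calcium fluorescence, ex 470-495, em 515-575 nm; Controls: oxytocin EC15 low and EC100 high; Replication: singlicate.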
# Starred values were filed as active, the others as inactive; · = no result given; & = joins results of further samples.
SMILES,V1R ag counter,CHO parental Ca,CHO-K1 Ca antag,M1 ag parental,CHO-K1 Ca PAM,GPR7 antagonist,TAAR1 antag,OXTR agonist,OXTR potentiate
c1ccc(COc2ccc(Nc3ncnc4nc[nH]c34)cc2)cc1,5.0,3,24*,1.4,0,34*,56*,3.2,-8
COc1cc2[nH]c(=O)n(CCCCCC(=O)NCCc3c[nH]c4ccccc34)c(=O)c2cc1OC,0.6,-15,4,0.0,15,0,13,0.1,-7
Cn1cccc1/C=N/NC(=O)c1sc2cc(Cl)ccc2c1Cl,0.1,-8,·,·,·,-4,0,0.5,-4
Cc1cc(OC(=O)c2c(C)cc(O)cc2O)cc(O)c1C(=O)O,0.0,-14,2,0.2,-6,·,3,-0.4,-2
C=CCSc1nc(Cc2ccc(Cl)cc2)nc2ccccc12,-0.4,-18,0,0.0,3,6,-30,-0.4,4
Cc1nn2c(N3CCN(C)CC3)cc(C(C)(C)C)nc2c1-c1ccccc1,0.4,9,-6,2.9,19,11,-9,4.5,3
CC(=O)OC1CC2(C)C(=O)CCC2C2CCc3cc(O)ccc3C12 (stereo not drawn),1.7,-1,-11,2.0,27,0,-3,1.2,1
CCn1cc(C(=O)N2CCCC(C(=O)c3cccc(C(F)(F)F)c3)C2)cn1 (stereo not drawn),·,·,9,0.9,5,·,-2,·,·
Cc1cccn2cc(-c3ccc4c(c3)NC(=O)CO4)nc12,-0.1,-10,-2,-0.1,9,-6,-3,-0.4,2
COc1ccc(S(=O)(=O)n2oc(=O)cc2-c2ccccc2)cc1,-0.1,-2,4,0.3,9,2,-10,0.1,-4

# One compound at a time, as listed above:
# Cn1cccc1/C=N/NC(=O)c1sc2cc(Cl)ccc2c1Cl is listed as V1R ag counter = 0.1; CHO parental Ca = -8; CHO-K1 Ca antag = ·; M1 ag parental = ·; CHO-K1 Ca PAM = ·; GPR7 antagonist = -4; TAAR1 antag = 0; OXTR agonist = 0.5; OXTR potentiate = -4
# CC(=O)OC1CC2(C)C(=O)CCC2C2CCc3cc(O)ccc3C12 (stereo not drawn) is listed as V1R ag counter = 1.7; CHO parental Ca = -1; CHO-K1 Ca antag = -11; M1 ag parental = 2.0; CHO-K1 Ca PAM = 27; GPR7 antagonist = 0; TAAR1 antag = -3; OXTR agonist = 1.2; OXTR potentiate = 1

# Next results follow:
SMILES,V1R ag counter,CHO parental Ca,CHO-K1 Ca antag,M1 ag parental,CHO-K1 Ca PAM,GPR7 antagonist,TAAR1 antag,OXTR agonist,OXTR potentiate
COc1ccc(CN(C(=O)c2ccc3c(c2)OCCO3)C(C(=O)NC2CCCCC2)c2ccc3ncccc3c2)cc1 (stereo not drawn),1.0,-36,-12,-0.4,6,-2,-10,1.2,-9
CCCCC[C@H]1CN(C2CCCCC2)C(=O)[C@@H]1CC(=O)NCc1ccc(OC)cc1,-1.4,-38,-11,1.0,13,0,10,-1.4,-2
Cc1ccc(-n2ncc(C(=O)Nc3cc(Cl)ccc3Cl)c2C2CCNCC2)cc1,-0.1,-23,-11,-0.1,5,-9,-4,0.1,-9
CCN1CCN(c2ncnc3sc(C)c(-c4ccccc4)c23)CC1,6.7,-9,-13,1.9,-22,16,-2,1.0,2
Cn1ncc(Br)c1NC(=O)Nc1ccc(OC(F)(F)F)cc1,10,21,18,12,-1,11,-7,6.5,-14
COc1ccc(-c2nc3ccccc3n2OCC(=O)O)cc1,0.4,-13,10,4.9,10,-12,20,0.5,-5
COc1ccc(C2NC(=O)NC(C)=C2C(C)=O)cc1 (stereo not drawn),-0.1,-13,0,-0.2,9,-18,-10,0.6,-3
CCOC(=O)N1CCN(C(=O)CSc2nc3c([nH]c4ccccc43)c(=O)n2CCOC)CC1,0.1,-29,-5,4.6,7,-16,55*,-1.4,-7
CC1=[N+]([O-])C(C)(C)N(O)C1(C)C,-0.1,-25,-3,1.1,14,-13,-5,0.4,-3
COc1ccccc1NC(=O)Cn1cc(C(=O)c2ccco2)c2ccccc21,-0.3,-17,-12,3.5,9,-11,-10,-0.5,-20
COc1ccc(N2CCN(C(=O)Cn3nnc(-c4ccc(OC)c(OC)c4)n3)CC2)cc1,3.6,-7,-11,0.3,-5,7,11,3.3,-2
Cc1cc(-c2ccc(C(C)C)c(S(=O)(=O)Nc3ccccn3)c2)on1,-0.6,-8,-9,0.3,19,5,-1,-1.0,-12
COC(=O)C(NC(=O)C(CC(C)C)NC(=O)C1CCC(C)CC1)C(C)C (stereo not drawn),-0.5,-15,11,-0.2,-5,2,-8,-2.1,-14
CS(=O)(=O)Nc1ccccc1C(=O)NC1CC2CCC1C2 (stereo not drawn),0.3,0,-5,0.0,15,2,5,0.7,-7
Cn1c(=O)c2c(nc(Oc3ccccc3)n2C)n(C)c1=O,-0.2,-9,-4,0.2,13,-5&-10,-15,-0.1,-17
C#CCOCCOCCOCCNc1nc(N2CCN(C(=O)C([C@@H](C)O)n3cc([C@@H](N)CCCCN)nn3)CC2)nc(N2CCN(C(=O)[C@H](CO)n3cc([C@@H](N)C(C)C)nn3)CC2)n1 (stereo partly drawn),0.1,-5,-12,2.1,18,·,5,0.4,0
Cc1nc(-c2c(C(=O)NNC(=O)Nc3c(C)cccc3C)noc2C)cs1,-0.1,-6,-12,-0.4,12,-6,-19,-1.3,-7
O=C(COC(=O)c1ccc(O)cc1)NCCc1c[nH]c2ccccc12,5.3,6,-7,4.7,9,·,-4,2.2,-6
O=C(/C(=C(\[O-])c1ccccc1)[n+]1ccc2ccccc2c1)c1ccc([N+](=O)[O-])cc1,-0.1,-8,3,0.4,-3,-10,4,1.6,-5
COc1ccc(Cl)cc1Nc1nc(N)c2ccccc2n1,0.8,13,14,0.5,2,10,-9,3.3,-4

# Some of the entries above, reformatted.
Compound	V1R ag counter	CHO parental Ca	CHO-K1 Ca antag	M1 ag parental	CHO-K1 Ca PAM	GPR7 antagonist	TAAR1 antag	OXTR agonist	OXTR potentiate
Cc1cc(-c2ccc(C(C)C)c(S(=O)(=O)Nc3ccccn3)c2)on1	-0.6	-8	-9	0.3	19	5	-1	-1.0	-12
COC(=O)C(NC(=O)C(CC(C)C)NC(=O)C1CCC(C)CC1)C(C)C (stereo not drawn)	-0.5	-15	11	-0.2	-5	2	-8	-2.1	-14
CS(=O)(=O)Nc1ccccc1C(=O)NC1CC2CCC1C2 (stereo not drawn)	0.3	0	-5	0.0	15	2	5	0.7	-7

# New compounds follow.
SMILES,V1R ag counter,CHO parental Ca,CHO-K1 Ca antag,M1 ag parental,CHO-K1 Ca PAM,GPR7 antagonist,TAAR1 antag,OXTR agonist,OXTR potentiate
CCOC(=O)C1=C(CP(=O)(c2ccccc2)c2ccccc2)NC(=O)NC1c1ccc(Cl)cc1 (stereo not drawn),0.1,-22,-10,0.4,29,-1,2,-0.7,-2
Cc1c(C(=O)N/N=C/c2ccc(O)c(Br)c2)sc(N)c1C#N,0.3,-7,0,2.7,14,-14,15,0.0,4
COc1ccc(C(C)=O)cc1COC(=O)c1cccnc1SC,2.9,-24,0,0.4,-11,-2,-27,-0.9,-13
Nc1c(Br)cc(Br)c(N2CCCC2=O)c1Br,0.6,2,-10,0.6,14,-8,14,1.3,-5
CCC(=O)N1c2ccccc2-c2nnc(SC)nc2OC1c1ccc(OC)c(OC)c1 (stereo not drawn),0.2,-11,-7,0.3,17,-6,-4,-0.2,-4
COCCNc1nnnc2c1sc1nc(N3CCOCC3)c3c(c12)CC(C)(C)OC3,0.4,-12,-10,1.4,15,-8,-2,-0.5,-14
CC(=O)C(=Cc1cn(-c2ccccc2)nc1-c1ccccc1)C(C)=O,-0.3,-2,11,0.5,6,-13,1,-0.3,-5
COc1ccc2c(c1)O/C(=C\c1ccco1)C2=O,-0.6,-10,-12,0.9,17,3,1,-2.8,-10
CC1Oc2ccccc2N(CC(=O)NCCCN2CCOCC2)C1=O (stereo not drawn),-0.3,-3,-6,0.6,-14,-8,-10,0.7,0
Cc1ccccc1CN1C2=NCCN2c2ccccc21,1.9,-10,7,0.0,-4,-1,-3,0.0,-8

# Looked up by compound from above:
SMILES,V1R ag counter,CHO parental Ca,CHO-K1 Ca antag,M1 ag parental,CHO-K1 Ca PAM,GPR7 antagonist,TAAR1 antag,OXTR agonist,OXTR potentiate
COc1ccc(S(=O)(=O)n2oc(=O)cc2-c2ccccc2)cc1,-0.1,-2,4,0.3,9,2,-10,0.1,-4
Cc1c(C(=O)N/N=C/c2ccc(O)c(Br)c2)sc(N)c1C#N,0.3,-7,0,2.7,14,-14,15,0.0,4

# Further entries.
SMILES,V1R ag counter,CHO parental Ca,CHO-K1 Ca antag,M1 ag parental,CHO-K1 Ca PAM,GPR7 antagonist,TAAR1 antag,OXTR agonist,OXTR potentiate
O=C(NCc1ccccc1Cl)c1cccc(NC(=O)c2ccccc2)c1,0.7,-15,1,3.2,5,-11,20,-0.6,-3
Clc1cccc(C2Nc3cccc4cccc(c34)N2)c1Cl,-1.5,-12,-1,0.2,15,20,-3,-2.6,-9
CS(=O)(=O)c1ccc(-n2nnc3ccccc32)c([N+](=O)[O-])c1,1.0,-30,9,7.4,8,-11,-9,2.1,-1
CC1CCCN(C(=S)NCCc2ccccc2)C1 (stereo not drawn),-0.6,-13,2,0.5,-1,1,1,-1.7,1
Cc1cc(OC(=O)c2ccc(S(=O)(=O)N3CCCCC3)cc2)c([N+](=O)[O-])c(=O)[nH]1,0.6,1,-4,0.3,5,-7,-4,0.5,5
COc1ccc(CC2c3cc(OC)c(OC)cc3CC[N+]2(C)CCC(=O)OCCCCCOC(=O)CC[N+]2(C)CCc3cc(OC)c(OC)cc3C2Cc2ccc(OC)c(OC)c2)cc1OC (stereo not drawn),0.0,-8,-6,0.8,22,·,-9,-0.1,2
c1cncc(-c2csc(-c3cccnc3)n2)c1,0.1,1,-3,0.5,8,1,8,-0.7,-2
Fc1ccc(-c2cc3nc(-c4ccccc4)cc(N4CCN(CCN5CCOCC5)CC4)n3n2)cc1,·,·,-14,10,-2,15,43,·,·
O=C(CC(NC(=O)c1ccccc1)c1ccccc1)NCc1ccccc1 (stereo not drawn),0.9,-14,-8,0.8,12,·,-5,0.1,-1
Cc1cc([N+](=O)[O-])nn1CC(=O)N/N=C/c1ccccc1F,0.6,-9,6,0.8,-12,-7,-13,-0.7,-10
O=C(CCN1C(=O)S/C(=C\c2ccc(Cl)cc2)C1=O)Nc1ccc(C(=O)O)cc1,7.5,1,-10,1.4,24,10,-23,-0.8,-3

# Screening data (PubChem)
